pAkt inh = blocks phosphorylation of Akt; Neuro2A IGF-stimulated pAkt S473 HTRF, 20 min; hits give low values; activity change, % for hits at 50 µM; actives 0.32% (n = 360,000); AID 651550; in the data active means activity change below about -80%; inconclusive means mostly about -51% to -80%; further: on the % scale 0 is the no-effect control and ±100 the full control effect
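Single-point screen (50 µM final compound) in Neuro2A cells stimulated 20 min with 6 nM IGF at 37 deg C. After lysis, Ser473-phosphorylated Akt read by HTRF (ex 330 nm, em 615/665 nm) as the 665/615 ratio.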
Mm-Cpn inhibitor = blocks the Methanococcus maripaludis chaperonin Mm-Cpn | purified Mm-Cpn ATPase, ADP Transcreener TR-FRET | Potency, µM (series often up to 76.9 µM), inactives show at the top dose activity, negative = inhibition, actives largely listed as inhibitors | actives 0.031% (n = 330,000); further: potency means the concentration at half of the fitted maximal effect; on the % scale 0 is the no-effect control and ±100 the full control effect; nearly all actives have a fitted effect of over 80% in size
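Reaction buffer contained 30 mM Tris pH 7.4, 100 mM KCl, 5 mM MgCl2 and 1 mM DTT. Mm-CPN (25 nM final) hydrolysed 10 uM ATP over 30 min at 37°C; ADP was read by HTRF.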
EPAC2 antagonist = blocks human EPAC2 exchange factor | actives 0.18% (n = 360,000) | EPAC2 GEF exchange of Rap1B-BODIPY-GDP, fluorescence | Potency, µM (highest dose often 114 µM), for inactives: top-dose activity, negative = inhibition, hits mostly inhibitors | AID 720708; further: potency means the concentration at half of the fitted maximal effect; on the % scale 0 is the no-effect control and ±100 the full control effect; nearly all actives have a fitted effect of over 45% in size; many of its hits are not listed in these tables
Target sequence (Q8WZA2 whole entry, looked up): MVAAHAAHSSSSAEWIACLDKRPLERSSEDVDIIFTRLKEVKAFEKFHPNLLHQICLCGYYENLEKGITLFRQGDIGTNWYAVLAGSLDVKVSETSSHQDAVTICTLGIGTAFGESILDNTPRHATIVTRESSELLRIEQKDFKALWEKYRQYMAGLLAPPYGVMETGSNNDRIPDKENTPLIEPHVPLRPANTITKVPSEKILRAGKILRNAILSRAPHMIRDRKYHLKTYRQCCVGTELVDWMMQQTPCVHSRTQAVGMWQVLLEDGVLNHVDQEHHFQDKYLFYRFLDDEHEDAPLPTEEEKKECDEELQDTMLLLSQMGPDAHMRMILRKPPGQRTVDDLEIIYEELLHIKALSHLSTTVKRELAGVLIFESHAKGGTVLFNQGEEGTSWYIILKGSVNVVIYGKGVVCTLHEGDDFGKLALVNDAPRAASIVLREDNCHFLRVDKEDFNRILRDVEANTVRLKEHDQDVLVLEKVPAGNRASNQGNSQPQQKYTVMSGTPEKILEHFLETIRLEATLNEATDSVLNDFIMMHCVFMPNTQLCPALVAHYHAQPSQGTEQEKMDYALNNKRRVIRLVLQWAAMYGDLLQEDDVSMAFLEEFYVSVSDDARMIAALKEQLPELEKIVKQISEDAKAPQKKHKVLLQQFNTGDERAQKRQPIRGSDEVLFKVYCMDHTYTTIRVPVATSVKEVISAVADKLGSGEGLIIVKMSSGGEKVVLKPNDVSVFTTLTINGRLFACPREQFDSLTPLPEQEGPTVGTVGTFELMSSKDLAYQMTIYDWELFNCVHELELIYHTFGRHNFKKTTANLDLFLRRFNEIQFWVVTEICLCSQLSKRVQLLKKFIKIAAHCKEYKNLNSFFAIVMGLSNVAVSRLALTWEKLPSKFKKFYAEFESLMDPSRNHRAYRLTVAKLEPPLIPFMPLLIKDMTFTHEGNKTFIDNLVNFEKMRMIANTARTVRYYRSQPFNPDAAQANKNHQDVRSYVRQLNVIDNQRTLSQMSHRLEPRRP
Nrf2 block = inhibitors of Nrf2 signaling | actives 2.1% (n = 360,000) | A549 ARE-Fluc reporter, luciferase luminescence, 18-24 h | AID 504444 | Potency, µM (doses to about 46 µM), for inactives: at the highest dose activity change, negative = inhibition, hits mostly inhibitors; further: potency means the concentration at half of the fitted maximal effect; on the % scale 0 is the no-effect control and ±100 the full control effect; nearly all actives have a fitted effect of over 60% in size
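Nrf2 function is reported as luminescence of an ARE-controlled luciferase in A549 cells. Compounds were tested at several concentrations, and a CellTiter-Fluor read on the same wells flagged cytotoxicity.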
EPAC2 agonist = activates human EPAC2 exchange factor; Q8WZA2; Potency, µM (series often up to 154 µM), inactives show top-dose activation, usual class: activators; AID 720711; actives 0.079% (n = 360,000); EPAC2 activation, biochemical qHTS; response scale: 100% = 6.5 mM cAMP response; further: potency means the concentration at half of the fitted maximal effect; nearly all actives have a fitted effect of over 50% in size
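Readout is BODIPY fluorescence (480 nm excitation, 540 nm emission), which falls as labeled GDP is exchanged off Rap1B. EPAC2 at 100 nM acted on 250 nM RAP1B-BODIPY-GDP with 50 uM GDP present.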
A549 viability = A549 cytotoxicity, counter-screen for Nrf2 inhibitors. A549 ARE-Fluc cells, CellTiter-Fluor viability, 18-24 h. actives 0.16% (n = 390,000). Potency, µM (top dose mostly 46 µM), for the others: at the top dose activity change, negative = cytotoxicity, usual class: inhibitors; further: potency means the concentration at half of the fitted maximal effect; on the % scale 0 is the no-effect control and ±100 the full control effect
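Cytotoxicity counterscreen: CellTiter-Fluor fluorescence was measured in A549 ARE_Fluc cells after 18-24 h of compound exposure in a concentration series. The subsequent BugLite luminescent read reports ARE-luciferase activity.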
CCT modulator = changes cytosolic chaperonin activity; purified chaperonin ATPase assay, HTRF ADP detection, 30 min; activity change, % (no concentration beside the values), hits read low; actives 0.3% (n = 360,000); in the data active means activity change below about -30%; further: on the % scale 0 is the no-effect control and ±100 the full control effect
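Enzyme 40 or 20 nM (batch-dependent) in Tris pH 7.4/KCl/MgCl2/DTT; cpd 76 uM single point; ATP 10 uM; 30 min 37 °C; Transcreener ADP HTRF detection, 30 min RT; ratio 665/615.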
TGFb SMAD3 inh = inhibitors of TGF-b signaling; HepG2 CAGA-GFP TGF-b/SMAD3 reporter, GFP fluorescence, 18 h; TGF-beta stimulated, 500 pg/mL final; Potency, µM (series often up to 46.1 µM), for inactives: at the top dose activity, negative = inhibition, usual class: inhibitors; actives 1.2% (n = 410,000); AID 588855; further: potency means the concentration at half of the fitted maximal effect; on the % scale 0 is the no-effect control and ±100 the full control effect; nearly all actives have a fitted effect of over 65% in size
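GFP signal (ex488/em500-530) from TGF-beta-stimulated HEPG2 CAGA-GFP cells, 500 pg/mL final, 18 h at 37 degrees C in DMEM plus 1% FBS, normalized to unstimulated and DMSO-stimulated controls.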
Nrf2 activator = activates Nrf2 signaling; actives 0.31% (n = 410,000); AID 624171; Potency, µM (highest dose often 46.1 µM), for the others: at the highest dose activation, usual class: activators; AREc32 ARE-luciferase reporter (MCF7-derived line), luminescence, 24 h; further: potency means the concentration at half of the fitted maximal effect; % of control where 0% means no effect; nearly all actives have a fitted effect of over 65% in size
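Luminescent ARE reporter assay in AREc32_Fluc cells: overnight plating at 37 deg C, 24 hr compound incubation, Steady-Glo added, 30 min RT before reading.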
* marks the source's active call; other numbers are inactive results; i = inactive; ? = inconclusive; · = no result given; [ ] = dose if it differs, or a comment. Unless noted, the call rests on the fitted dose curve; in most records, active means well fitted curve in the direction sought with a large enough effect; inconclusive means small, poorly fitted or top-dose-only effect, or another doubt; inactive means no such curve, though single readings can be large; an effect the other way counts as inactive or inconclusive. An excerpt; count on the stated rates, not on these rows.

SMILES	pAkt inh	Mm-Cpn inhibitor	EPAC2 antagonist	Nrf2 block	EPAC2 agonist	A549 viability	CCT modulator	TGFb SMAD3 inh	Nrf2 activator
CSc1sc(C(=O)NNC(C)=O)c2c1C1(CCC2)SCCS1	i	-7%	-8%	-2%	10%	?	-0.9	1%	-0.4%
COc1ccc(OC)c(C2CC(=O)NC(SC)=C2C#N)c1 (stereo not given)	i	0%	-8%	-4%	6%	1%	-0.8	-1%	-0.7%
COc1ccc(N(CC(=O)NCc2ccccc2C)S(=O)(=O)c2ccccc2[N+](=O)[O-])c(OC)c1	i	0%	-4%	0%	2%	4%	0.2	?	-0.1%[9.22 µM]
Cc1cc(C)c(S(=O)(=O)Cc2ccccc2)c(=O)[nH]1	i	2%	-1%	-13%	1%	2%	0.8	1%	-0.3%[9.22 µM]
CCN(Cc1ccncc1)C(=O)c1cc(COc2ccc(F)cc2F)on1	i	4%	-1%	0%	8%	0%	-3.4	-12%	0.2%
COc1ccc(-n2cnnc2SCC(=O)NC2CCS(=O)(=O)C2)cc1 (stereo not given)	i	·	0%	4%	10%	0%	0.3	7%	-0.6%
CCCC1CC(C)(/C(C)=N\NC(N)=S)OC1=O (stereo not given)	i	2%	0%	3%	0%	0%	0.4	-12%	-0.5%
Cc1ccc(S(=O)(=O)NCCCCCC(=O)Nc2ccccc2C)cc1	i	0%	3%	-19%	0%	-8%	1.7	?	0.1%
Cc1cc(N)n2nc(C)c(-c3ccccc3)c2n1	i	0%	-3%	5%	6%	-9%	-0.2	5%	1.8%
CN(CC(=O)Nc1cccc(F)c1)C(=O)CCC1CCCCC1	i	1%	0%	-21%	-3%	-3%	-3.0	-13%	0.2%
O=C(CCC(=O)N1CCc2ccccc2C1)N1CCN(S(=O)(=O)c2ccccc2)CC1	i	-1%	3%	13%	11%	3%	-0.6	-2%	0.4%
O=c1c2ccccc2n(CC(O)CN2CCOCC2)c2ccccc12 (stereo not given)	i	-1%	9%	-6%	11%	1%	-0.7	1%	-1.3%
COc1cc(NC(=O)c2ccccc2)cc(OC)c1	i	2%	4%	?	1%	0%	0.7	-5%	24%
CCc1ccc(NC(=O)COC(=O)c2nc3nc(C)cc(C)n3n2)cc1	i	-1%	4%	-7%	8%	10%	1.2	-3%	0.6%
CNC(=S)NNC(=O)c1c(C)nc2cc(C)ccn12	i	1%	0%	?	4%	0%	2.2	25%	1.6%
O=C1OC(c2ccccc2)Cc2cc(C(=O)N3CCN(c4ccc(F)cc4)CC3)ccc21 (stereo not given)	i	0%	-4%	-7%	4%	?	-2.5	-36%	2.7%
COc1cccc2cc(C(=O)OCC(=O)N3CC(C)OC(C)C3)c(=O)oc12 (stereo not given)	i	2%	-6%	-6%	2%	-3%	0.5	7%	16µM*
Cc1ccc(NC(=O)Cn2nnc(C(=O)NCCc3ccccc3)c2N)c(C)c1	i	3%	-14%	1%	-3%	3%	1.3	-6%	2.7%
O=C(Nc1ccccc1C(=O)O)C1=NN=CC1	i	2%	1%	-2%	10%	-4%	0.9	-1%	-0.2%
COCCN(C(=O)CSc1nc2ccccc2c(=O)n1CC(C)C)c1c(N)n(Cc2ccccc2)c(=O)[nH]c1=O	i	-2%	1%	-7%	1%	-18%	0.3	-31%	0.6%
C=CCn1c(CCC(O)CCCCC)n[nH]c1=S (stereo not given)	i	-1%	14%	5%	1%	0%	0.0	12%	0.2%
CC(C)N(C(=O)Cn1cnc2c(cnn2-c2ccccc2Cl)c1=O)C(C)C	i	0%	-5%	-8%	4%	-1%	-0.3	-2%	2.0%
Cc1ccccc1NC(=O)Cn1c(C)nc2ccc(NC(=O)C3CC3)cc2c1=O	i	-1%	3%	7%	14%	-6%	0.3	-8%	0.3%
O=[N+]([O-])c1ccc(N=Nc2c(Cl)cc(O)cc2Cl)cc1	i	-13%	?	-12%	9%	-10%	0.8	1.1µM*	28%
CCCCN(C(=O)C1CC(=O)N(Cc2ccc(C)cc2)C1)c1c(N)n(CC(C)C)c(=O)[nH]c1=O (stereo not given)	i	-2%	4%	19%	-6%	0%	-2.7	-13%	0.1%
COc1ccccc1Nc1ncnc2sccc12	i	1%	4%	?	6%	1%	-2.8	0%	5.2%
CCC12CN3CC(C)(CN(C1)C3c1c(C)n(C)c3ccccc13)C2=O (stereo not given)	·	·	·	5%	·	-1%	·	15%	2.8%
COc1ccccc1NC1C=CS(=O)(=O)C1 (stereo not given)	i	0%	9%	20%	10%	·	-1.8	13%	6.4%
COc1cc(/C=N/NC(=S)NC2CC3CC2C2C=CCC32)ccc1O (stereo not given)	i	-1%	-14%	-23%	15%	-5%	-1.7	?	5.1%
O=C1NC[C@H](Cc2ccc(O)cc2)N(C[C@H]2CCCN2C[C@H](Cc2ccc(O)cc2)N2C[C@H](Cc3ccc(O)cc3)N(CCc3ccccc3)C(=O)C2=O)C1=O	i	·	-15%	·	4%	·	0.6	-25%	-1.0%
CCOC(=O)C1(C)CCN1C(=O)COc1ccc(C(C)(C)C)cc1 (stereo not given)	i	·	-13%	·	-2%	·	1.1	2%	-1.1%[9.22 µM]
Cc1ccccc1-c1cc(C(=O)NCc2ccco2)n(CC2CC(c3cccnc3)=NO2)n1 (stereo not given)	i	2%	2%	4%	11%	5%	-0.4	-10%	0.9%
COc1ccccc1N1CCN(C(=O)c2ccc(CN3CCOCC3)cc2)CC1	i	4%	-3%	?	2%	?	-0.3	?	0.6%
COc1cccc(CNC(=O)C2CCCN(C(=O)c3ccc(Cl)cc3)C2)c1 (stereo not given)	i	0%	3%	-3%	2%	7%	-1.8	0%	0.3%
O=CN1c2ccccc2CSc2ccccc21	i	·	-14%	1%	-3%	0%	-0.3	3%	0.0%
Cc1cc(-c2n[nH]c(=S)n2/N=C/C=C/c2ccccc2)n[nH]1	i	0%	10%	9%	9%	-3%	-1.0	-1%	0.5%
COc1cc(OC)c(OC)cc1/C=C1\SC(N2CCCCC2)=NC1=O	i	-1%	-7%	2%	6%	-4%	-3.7	0%	2.7%
CC1=C(C(=O)N2CCOCC2)C(c2ccc(C)cc2)NC(=S)N1 (stereo not given)	i	2%	-10%	-11%	1%	12%	1.6	-5%	-0.2%
COc1ccc(S(=O)(=O)NCC(=O)NCc2cc(=O)n(C)c(=O)n2C)cc1	i	0%	4%	-10%	8%	2%	2.0	5%	-0.5%
Cc1c(C)n2c(SCC(=O)N3CC(C)OC(C)C3)nnc2[nH]c1=O (stereo not given)	i	1%	-3%	3%	13%	0%	-0.2	5%	2.3%
COc1cc(NC(=O)Cn2cc(S(=O)(=O)c3ccccc3)c(=O)c3ccccc32)cc(OC)c1	·	·	·	?	·	-7%	·	-9%	0.2%
O=C(c1cccc(S(=O)(=O)NCc2ccccc2)c1)N1CCCC(C(F)(F)F)C1 (stereo not given)	i	2%	11%	?	-1%	0%	-0.1	8%	0.3%
O=C(COC(=O)c1ccc(Cl)c(S(=O)(=O)N2CCCCC2)c1)NC1CCCCC1	i	·	-11%	·	-12%	·	0.2	-3%	0.0%
Cc1ccc(S(=O)(=O)N/N=C/c2ccc(OCC(=O)N3CCOCC3)cc2)cc1	i	3%	-2%	-12%	11%	1%	-0.9	8%	-0.2%
CCOC(=O)c1c(C)c(C(=O)Nc2cc(F)ccc2F)c(C)n1C	i	-2%	-8%	6%	-1%	12%	0.7	-21%	1.3%
C[N+](C)(CC#Cc1ccccc1)CC(=O)c1ccc(Cl)cc1	i	2%	2%	-7%	3%	-4%	-2.7	11%	-0.6%
CCOC(=O)c1c(C)[nH]c(N=Nc2ccc(C)cc2)c1C	i	-2%	-23%	?	3%	?	3.2	?	7.1%
COc1ccc(OC)c2[nH]c(=O)c(CCNC(=O)C(C)(C)C)cc12	i	3%	11%	1%	4%	-1%	0.7	13%	-0.8%

Profiles from above:
COCCN(C(=O)CSc1nc2ccccc2c(=O)n1CC(C)C)c1c(N)n(Cc2ccccc2)c(=O)[nH]c1=O is listed as pAkt inh = i; Mm-Cpn inhibitor = -2%; EPAC2 antagonist = 1%; Nrf2 block = -7%; EPAC2 agonist = 1%; A549 viability = -18%; CCT modulator = 0.3; TGFb SMAD3 inh = -31%; Nrf2 activator = 0.6%
CCCCN(C(=O)C1CC(=O)N(Cc2ccc(C)cc2)C1)c1c(N)n(CC(C)C)c(=O)[nH]c1=O (stereo not given) is listed as pAkt inh = i; Mm-Cpn inhibitor = -2%; EPAC2 antagonist = 4%; Nrf2 block = 19%; EPAC2 agonist = -6%; A549 viability = 0%; CCT modulator = -2.7; TGFb SMAD3 inh = -13%; Nrf2 activator = 0.1%
COc1ccc(OC)c2[nH]c(=O)c(CCNC(=O)C(C)(C)C)cc12 is listed as pAkt inh = i; Mm-Cpn inhibitor = 3%; EPAC2 antagonist = 11%; Nrf2 block = 1%; EPAC2 agonist = 4%; A549 viability = -1%; CCT modulator = 0.7; TGFb SMAD3 inh = 13%; Nrf2 activator = -0.8%

(cont.)
SMILES	pAkt inh	Mm-Cpn inhibitor	EPAC2 antagonist	Nrf2 block	EPAC2 agonist	A549 viability	CCT modulator	TGFb SMAD3 inh	Nrf2 activator
COc1cc(/C=N/n2cnc3scc(-c4cccs4)c3c2=O)cc(OC)c1OC	i	-2%	0%	5%	13%	-2%	0.0	5%	0.4%
O=C(COc1ccc2ccccc2c1)NCC1CCCO1 (stereo not given)	i	-2%	9%	21%	-2%	-12%	1.1	-20%	0.7%
O=C(c1ccccc1)c1ccc(OCC(O)CN2CCCC2)cc1 (stereo not given)	i	2%	0%	1%	9%	2%	-1.4	5%	2.1%
Cc1ccc(/C=N/N2CCN(Cc3ccc(C)cc3)CC2)cc1	i	2%	-3%	-14%	4%	5%	0.7	-13%	-0.3%

High-throughput results as filed in PubChem.
